HSP90 inh: HSP90 inhibitors, primary screen, cell lysate, luminescence; Heat shock protein HSP 90 (rabbit reticulocyte lysate; luciferase refolding); Rabbit reticulocyte lysate, luciferase refolding luminescence, 3 h; inhibition, % at 5.6 µM; 0.91% of 290,000 active; AID 1789, 2009;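 active = inhibition above the screen-wide mean plus 3 SD, computed separately per campaign, cut at about 16% in these data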;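 note: 0% = DMSO wells and 100% = 60 µM geldanamycin wells; inhibitors lower the luminescence because luciferase stays unfolded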
AI-2 QS modul: Vibrio harveyi AI-2 quorum sensing modulators, primary screen, JMH597 strain, luminescence/OD600 ratio; Vibrio harveyi JMH597 AI-2 luminescence/OD600 ratio, 9 h; stronger effect = lower value; strain lacks LuxN and CqsS sensors; 0 = neutral-control median; activity change, % at 7.5 µM; 0.4% of 300,000 active; in the data active = activity change below about -75%, passing the limit was not always enough; inconclusive = no clear call, values can overlap the other calls;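 note: luminescence divided by OD600 gain over 9 h not by final OD600 alone; inactives centre near 13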
aSyn 5UTR inh: MLPCN primary screen, SNCA 5' untranslated region; alpha-synuclein 5'UTR reporter, inhibitor activity; inhibition, % (tested at 7.5 µM); 0.82% of 300,000 active; in the data active = inhibition above about 60%; inconclusive = no clear call, values can overlap the other calls;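 note: H4 neuroglioblastoma cells stably carrying SNCA 5'UTR luciferase fusion; 0% = DMSO wells and 100% = positive control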
HIF activator: HIF pathway transcriptional activators, primary screen, cell-based, U2OS HRE-luciferase, luminescence. U2OS HRE-luciferase reporter; normalized: DMSO 0%, desferrioxamine 100%. activation, % at 7.5 µM (by protocol). 0.32% of 300,000 active;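 active = mean activation of at least 10% of the iron chelator positive control signal, with at least half of replicates also reaching 10%; inconclusive = mean and replicate majority disagree about reaching 10%; inactive = mean and most replicates under 10%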
GSK3beta inhib: human GSK3beta kinase inhibitors, primary screen, biochemical, cell-free homogeneous, HTS. 0.038% of 300,000 active. AID 2097, 2009. GST-GSK3beta kinase, ADP-Glo luminescence, 60 min; stronger effect = lower value. Glycogen synthase kinase-3 beta (Homo sapiens), P49841. activity score (negative = inhibition), % at 10 µM;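 active = more than half of replicate wells score below -50%, meaning over 50% inhibition versus plate controls; inconclusive = some replicates but at most half score below -50%; inactive = no replicate scores below -50%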;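 note: 0% = median DMSO wells and -100% = median GW8510 positive control wells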
Target sequence (P49841 whole entry, looked up): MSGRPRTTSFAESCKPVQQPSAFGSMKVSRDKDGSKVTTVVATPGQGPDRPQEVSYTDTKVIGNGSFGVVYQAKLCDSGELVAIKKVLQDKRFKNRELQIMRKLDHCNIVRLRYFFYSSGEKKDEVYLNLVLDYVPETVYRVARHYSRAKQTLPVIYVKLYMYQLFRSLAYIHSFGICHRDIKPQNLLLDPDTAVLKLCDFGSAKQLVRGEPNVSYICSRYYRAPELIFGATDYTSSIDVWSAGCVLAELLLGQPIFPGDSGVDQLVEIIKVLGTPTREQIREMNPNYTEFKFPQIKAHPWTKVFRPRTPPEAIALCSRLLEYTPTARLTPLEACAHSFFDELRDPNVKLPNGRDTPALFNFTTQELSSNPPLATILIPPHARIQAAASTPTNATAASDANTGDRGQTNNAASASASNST
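Assay system: GST-fused GSK3beta enzyme, cell-free / Medium: Tris pH 7.5 buffer with MgCl2, DTT, BSA, heparin / Also added: peptide substrate plus 25 µM ATP (final) / Compound: 10 µM single point / Timing: kinase reaction with compound 60 min at room temperature / Detection: ADP-Glo luminescence / Benchmarks: DMSO neutral wells and GW8510 at 20 µM as positive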
HSF1 inhib: HSF1 inhibitors in luciferase reporter cells, primary screen, cell-based, NIH3T3, luminescence; AID 2098, 2009; NIH3T3-HGL HSE-luciferase, MG132-induced, luminescence 8 h; stronger effect = lower value; activity change, negative = inhibition, % at 7.5 µM (by protocol); 0.77% of 300,000 active;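 active = more than half of replicate wells show activity change below -50%, luminescence cut by over half; inconclusive = some wells, but at most half, below -50%; inactive = no replicate well below -50%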;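 note: luciferase reports HSF-1 transcriptional activity via heat shock element; 0% = median of DMSO wells and -100% = zero luminescence signal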
KLF5 inh: KLF5 expression inhibitors, primary screen, DLD-1 cells, luminescence; inhibition, % at 5 µM; DLD-1 KLF5 promoter-luciferase reporter; 0.23% of 290,000 active;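 active = inhibition above a per-plate limit of that plate's mean compound inhibition plus 3 SD, cut at about 60% in these data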;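 note: 0% = DMSO wells and 100% = LY294002 at 200 µM; higher means less KLF5 promoter-driven luciferase light; inactives centre near -14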
GSK3 alpha inh: blockers of GSK3A enzyme activity – biochemical, luminescence, cell-free homogeneous, HTS, primary screen | Glycogen synthase kinase-3 alpha (Homo sapiens), P49840 | GSK-3 alpha kinase, ADP-Glo luminescence, 60 min | inhibition, % at 10 µM | 0.1% of 320,000 active | AID 2650, 2010;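 in the data active = inhibition above about 50%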;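 note: GST-tagged GSK-3 alpha with peptide substrate and 25 µM ATP; 0% = DMSO neutral wells and 100% = GW8510 positive control wells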
Target sequence (P49840 whole entry, looked up): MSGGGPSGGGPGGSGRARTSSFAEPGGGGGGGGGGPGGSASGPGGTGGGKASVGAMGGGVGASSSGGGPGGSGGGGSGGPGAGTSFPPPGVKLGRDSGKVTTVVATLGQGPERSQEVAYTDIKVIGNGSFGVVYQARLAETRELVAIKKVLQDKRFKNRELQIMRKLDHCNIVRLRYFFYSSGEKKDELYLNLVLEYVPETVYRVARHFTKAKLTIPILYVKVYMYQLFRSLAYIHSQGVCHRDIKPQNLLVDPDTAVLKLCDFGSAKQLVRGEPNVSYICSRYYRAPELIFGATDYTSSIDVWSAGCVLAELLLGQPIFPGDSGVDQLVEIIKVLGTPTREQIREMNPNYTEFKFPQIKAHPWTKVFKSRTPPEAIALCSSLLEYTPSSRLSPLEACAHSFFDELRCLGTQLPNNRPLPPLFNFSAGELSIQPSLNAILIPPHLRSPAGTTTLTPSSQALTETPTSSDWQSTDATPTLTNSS
HSF1 activator: HSF-1 activators, primary screen, NIH3T3-HGL cells, MG132 stress, luminescence, single point. activation, % at 9 µM. 1.7% of 300,000 active. NIH3T3-HGL HSF-1 luciferase reporter, 8 h; 100% = twice DMSO control signal;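 active = mean replicate activation of at least 50% with a set share of replicates each reaching 50%; inconclusive = only one of those two conditions met; inactive = mean below 50% and too few replicates reaching it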;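 note: 0% = median of the neutral control wells and 100% = twice that signal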
IEC-6 tox: cytotoxicity in IEC-6 intestinal epithelial cells, primary screen, cytotoxicity control for KLF5 inhibitor project, cell-based, luminescence; inhibition, % at 5 µM; AID 1825, 2009; 0.78% of 290,000 active; IEC-6 cytotoxicity, luminescence viability; in the data active = inhibition above about 22%;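 note: 0% = plate median of test compound wells and 100% = cytotoxic reference compound wells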
Starred values were filed as active, the others as inactive; ? = inconclusive; · = not tested or not shown.

nr | smiles | HSP90 inh | AI-2 QS modul | aSyn 5UTR inh | HIF activator | GSK3beta inhib | HSF1 inhib | KLF5 inh | GSK3 alpha inh | HSF1 activator | IEC-6 tox
1 | Cc1cccnc1NC(=O)c1ccccc1-c1ccccc1C(=O)Nc1ncccc1C | 1 | 17 | -7 | -0.6 | 1 | -4 | 5 | -1 | 5 | 5
2 | Cc1cccc(OCCCC(=O)Nc2nc3ccccc3[nH]2)c1 | 3 | 12 | -31 | -0.7 | 2 | 17 | -5 | 2 | -5 | 9
3 | Cc1oc2c(c1C(=O)NCc1ccccc1)CCCC2 | -1 | 10 | 19 | -0.4 | -3 | -3 | -6 | 4 | 2 | -3
4 | Cc1cccnc1NC(=O)c1ccc(C(=O)c2ccccc2)cc1 | · | 3 | -11 | 0.1 | -1 | -4 | · | 0 | -14 | ·
5 | NNC(=O)c1ccc(COc2cccc3ccccc23)o1 | 1 | 1 | 5 | 1.0 | -6 | -8 | -5 | 0 | -1 | -2
6 | CCOCCOC(=O)Cn1cnc2scc(-c3ccc(C)cc3)c2c1=O | -2 | 5 | 3 | -0.5 | 1 | -4 | -1 | -2 | 3 | -2
7 | CCOc1ncccc1C(=O)NCc1ccc(C)cc1 | -2 | 11 | 31 | 0.0 | 2 | -5 | 15 | -3 | -15 | -6
8 | O=C(CSc1ccc(Cl)cc1)N1CCN(c2ncc(C(F)(F)F)cc2Cl)CC1 | -1 | 13 | 1 | -0.3 | 0 | 13 | 0 | -4 | 28 | -3
9 | CCc1nnc(NC(=O)c2nc(S(=O)(=O)Cc3ccc(C)cc3)ncc2Cl)s1 | 5 | 5 | -52 | 0.9 | -2 | -60* | 4 | · | -63 | 50*
10 | C/C(=N\OC(=O)Nc1ccccc1)c1ccc(C)cc1 | · | 8 | -113 | 3.5 | 8 | 14 | · | -3 | 23 | ·
11 | CCc1ccc(NC(=O)CCNS(=O)(=O)c2cccc3nonc23)cc1 | 0 | 11 | -18 | -0.5 | 4 | 8 | -13 | -6 | 48 | -5
12 | CSCCC(C(=O)Nc1ccc2c(c1)OCO2)N1C(=O)c2ccccc2C1=O (stereo unspecified) | 3 | 13 | 4 | -0.7 | -1 | 0 | -32 | 0 | 4 | -3
13 | CCCCN1C(=O)C(NC(C)=O)c2cc(Br)ccc21 (stereo unspecified) | -1 | 4 | 0 | -0.1 | 1 | 1 | -15 | -1 | 9 | -2
14 | COc1ccc(NC(=O)CCn2c(=S)[nH]c3ccccc3c2=O)cc1OC | 3 | 14 | 4 | 0.7 | -2 | 8 | -22 | -1 | 20 | -3
15 | Cc1ccc(/C=N/NC(=O)c2cc(-c3ccccc3)nc3ccccc23)o1 | 4 | 56 | -57 | 3.9 | 0 | 4 | 9 | 3 | 16 | 10
16 | CC(C)(C)C(=O)N1CCN(CCN2C(=O)c3cccc4cccc(c34)C2=O)CC1 | -6 | 16 | 10 | -15 | 0 | -53* | -43 | 4 | -61 | -4
17 | CCOC(=O)Cc1csc(NC(=O)COc2ccccc2)n1 | 1 | 12 | 1 | 0.2 | 0 | -2 | -21 | -2 | -8 | -2
18 | COc1ccc(-c2cn3c(C)c(C(=O)N4CCc5ccccc5C4)sc3n2)cc1 | 19* | 20 | 17 | 0.0 | 0 | 2 | -24 | 4 | 0 | 0
19 | Cc1ccc(O)c(-c2cc(-c3cccc(F)c3)n[nH]2)c1 | 2 | 29 | -96 | 6.2 | 0 | 57 | -30 | 3 | ? | 4
20 | O=C(Cc1ccc(Cl)cc1)NCC(=O)N1CCCCC1 | 2 | 2 | 5 | 0.2 | 1 | -6 | -14 | -3 | 0 | 3

Entries of single compounds, quoted from the list. Order of values: HSP90 inh | AI-2 QS modul | aSyn 5UTR inh | HIF activator | GSK3beta inhib | HSF1 inhib | KLF5 inh | GSK3 alpha inh | HSF1 activator | IEC-6 tox
Entry for COc1ccc(NC(=O)CCn2c(=S)[nH]c3ccccc3c2=O)cc1OC → 3 | 14 | 4 | 0.7 | -2 | 8 | -22 | -1 | 20 | -3
Entry for CCOC(=O)Cc1csc(NC(=O)COc2ccccc2)n1 → 1 | 12 | 1 | 0.2 | 0 | -2 | -21 | -2 | -8 | -2
Entry for CCc1ccc(NC(=O)CCNS(=O)(=O)c2cccc3nonc23)cc1 → 0 | 11 | -18 | -0.5 | 4 | 8 | -13 | -6 | 48 | -5
Entry for CCCCN1C(=O)C(NC(C)=O)c2cc(Br)ccc21 (stereo unspecified) → -1 | 4 | 0 | -0.1 | 1 | 1 | -15 | -1 | 9 | -2

Along the list, as entered above.
Nos. 16–19 in aSyn 5UTR inh: 10, 1, 17, -96
Nos. 16–19 in GSK3 alpha inh: 4, -2, 4, 3
Nos. 16–19 in GSK3beta inhib: 0, 0, 0, 0

Additional results:
nr | smiles | HSP90 inh | AI-2 QS modul | aSyn 5UTR inh | HIF activator | GSK3beta inhib | HSF1 inhib | KLF5 inh | GSK3 alpha inh | HSF1 activator | IEC-6 tox
21 | O=C1c2ccccc2NC(c2ccccc2Br)N1CCCN1CCOCC1 (stereo unspecified) | -3 | 10 | -21 | 0.0 | 2 | 4 | 2 | 0 | 20 | -5
22 | O=C(Cc1c(F)cccc1Cl)NCCCn1ccnc1 | 6 | 24 | -5 | -0.8 | 2 | 5 | -9 | -4 | -9 | 2
23 | CC(=O)N(c1ccc2oc(=O)sc2c1)S(=O)(=O)c1ccc(C(=O)O)cc1 | -3 | 20 | -10 | -0.1 | -2 | -60* | -30 | -2 | -65 | -6
24 | Cc1ccc2nc(-c3cccc(NC(=O)c4ccc5c(c4)OCCO5)c3)oc2c1 | 0 | 16 | -87 | 0.6 | 1 | 14 | -27 | -1 | 35 | 0
25 | O=C1c2ccccc2S(=O)(=O)N1CCOc1ccccc1 | -3 | 12 | 12 | 0.1 | 3 | 7 | -14 | -1 | 4 | 3
26 | COc1ccc(NC(=O)CNC(=O)c2cccs2)cc1Cl | 5 | 23 | -14 | 0.2 | -1 | 1 | -32 | 1 | 2 | -3
27 | FC(F)(F)c1cc(-c2cccs2)nc2nc(N3CCOCC3)sc12 | -2 | 20 | 34 | -0.9 | 0 | -6 | -25 | -2 | 2 | -4
28 | COc1cc(OC)cc(-c2nnc(Nc3nc4c(F)cccc4s3)o2)c1 | 5 | 22 | -17 | -0.2 | 1 | -11 | -22 | -1 | -20 | 2
29 | CCN(CC)c1nc(C(N)=O)cc(-c2ccccc2)n1 | 6 | 5 | 37 | -1.0 | -1 | 1 | 19 | 3 | -7 | 5
30 | CN(C)c1ccc(C(=O)/C=C/c2ccco2)cc1 | 7 | 9 | -226 | 2.4 | -2 | 18 | -106 | 1 | 68* | -2

Looked up above.
`O=C1c2ccccc2NC(c2ccccc2Br)N1CCCN1CCOCC1` (stereo unspecified) – KLF5 inh = 2
`COc1ccc(NC(=O)CNC(=O)c2cccs2)cc1Cl` – GSK3beta inhib = -1
`O=C(Cc1c(F)cccc1Cl)NCCCn1ccnc1` – HSF1 activator = -9

Later entries.
nr | smiles | HSP90 inh | AI-2 QS modul | aSyn 5UTR inh | HIF activator | GSK3beta inhib | HSF1 inhib | KLF5 inh | GSK3 alpha inh | HSF1 activator | IEC-6 tox
31 | Clc1ccc2[nH]c3c(NCCN4CCOCC4)ncnc3c2c1 | -1 | -9 | -16 | 2.4 | -4 | -13 | -14 | 2 | -31 | 8
32 | Cc1nn(-c2ccccc2)c2sc(C(=O)O)cc12 | 3 | 40 | -5 | -1.5 | -2 | 3 | -11 | 3 | -5 | 7
33 | Cc1c(Cl)c([N+](=O)[O-])nn1CCCC(=O)NC(C)c1ccccc1 (stereo unspecified) | 2 | 35 | 32 | 0.2 | 5 | -1 | -18 | 0 | -6 | -3
34 | Cc1cc(-c2nc3cccnc3s2)ccc1NS(=O)(=O)c1ccc2c(c1)OCCO2 | 3 | 2 | -16 | 0.8 | -1 | -2 | -6 | 4 | -6 | -5
35 | CC(C)[C@H](NC(=O)c1ccccc1F)C(=O)NCCc1ccccc1 | 2 | -1 | -5 | 0.2 | -2 | 1 | -21 | -1 | -6 | 4
36 | Oc1cccc(-c2nc3ccccc3s2)c1 | 24* | 22 | -25 | -0.3 | -4 | 26 | -76 | -1 | 38 | -1
37 | CCOC(=O)c1nnn(CC(=O)N2N=C(c3ccc(Cl)cc3)CC2c2ccc(OC)cc2)c1C(=O)OCC (stereo unspecified) | -4 | 15 | -9 | -1.3 | -3 | -5 | 6 | -1 | -3 | -6
38 | Cc1ccc2cc(C=O)c(N3CCOCC3)nc2c1C | 3 | -1 | 15 | 1.5 | 2 | 0 | -12 | 1 | -14 | 4
39 | COC(=O)c1ccccc1NC(=O)CSc1nnc(-c2ccc(C)cc2)o1 | 4 | 8 | -130 | 1.2 | 4 | -40 | -61 | · | -48 | 4
40 | Cc1ccc(S(=O)(=O)C(C#N)c2nc3ccccc3nc2N2CCN(C)CC2)cc1 (stereo unspecified) | -2 | 8 | -1 | 0.5 | 4 | -2 | -58 | 0 | 5 | 4
41 | CCOC(=O)Cn1cnc2c(cnn2-c2ccccc2)c1=O | -2 | 1 | -30 | 0.4 | 2 | 4 | -54 | -1 | -5 | -4
42 | Cc1onc(-c2c(F)cccc2Cl)c1C(=O)N1CCN(c2ncc(Br)cn2)CC1 | -1 | 18 | 13 | -0.8 | 0 | -12 | 12 | -2 | 3 | -2
43 | Cc1ccc2nc(SCc3ccc([N+](=O)[O-])cc3)[nH]c2c1 | -6 | -34 | -40 | 1.5 | 0 | 67 | -14 | -3 | 82* | -2
44 | CC(NS(=O)(=O)c1ccc([N+](=O)[O-])cc1)C(=O)NN (stereo unspecified) | 1 | 16 | 16 | 0.5 | 0 | 4 | -21 | -3 | 0 | 2

Results in HSF1 inhib (two entries from above):
| # | structure | HSF1 inhib |
| --- | --- | --- |
| 13 | CCCCN1C(=O)C(NC(C)=O)c2cc(Br)ccc21 (stereo unspecified) | 1 |
| 1 | Cc1cccnc1NC(=O)c1ccccc1-c1ccccc1C(=O)Nc1ncccc1C | -4 |
